H9c2 TAG inh – inhibitors of triacylglycerol accumulation, primary screen, cell-based, uHTS, fluorescence, H9c2; hit rate 0.66% among 230,000; H9c2 cells, Nile Red lipid (TAG) fluorescence; cells loaded with 200 µM oleic acid; inhibition, % at 12.5 µM; AID 651582, 2012;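 active means pattern-corrected inhibition of lipid staining of at least 50% with the nuclear-stain viability signal not falling by more than 50%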;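 further: 0% = DMSO wells and 100% = triacsin C control wells; some results filed as inactive read as strong as hits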
H9c2 TAG inh DAPI viability – recorded beside H9c2 TAG inh, whose call it bears; DAPI nuclei signal change (viability), lower = more cytotoxic, %;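 whole-well DAPI fluorescence read on a plate reader as a viability signal; minus 50 percent equals half of cells still viable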
Numbers without * were called inactive; & = joins results of further samples. Some of the compounds tested, so the mix of outcomes need not match the whole.

SMILES | H9c2 TAG inh | H9c2 TAG inh DAPI viability
CC(C)c1ccc(NS(=O)(=O)c2ccc(N3C(=O)CCC3=O)cc2)cc1 | -4 | -3
NC(=S)c1ncc(C(F)(F)F)cc1Cl | 1 | -3
C/C(=N/NC(=O)c1nnn(-c2nonc2N)c1CSc1ccc(C)cc1)c1ccncc1 | -6 | -5
Cc1cccc(C(=O)O[C@H]2[C@H](C)NS(=O)(=O)[C@H]3CC4C=C[C@]23O4)c1 | 46 | -44
COc1ccc(C(=S)N2CCCC2)cc1OC | -4 | -5
CN(CCc1ccccc1)C(=O)c1ccc(NC(=O)Cc2ccc([N+](=O)[O-])cc2)cc1 | -54 | 5
CCC1(C)COC(c2ccc3c(c2)OCO3)OC1 (stereo not drawn) | 6 | 1
COc1cccc(CC(=O)Nc2ccc(S(=O)(=O)Nc3nccs3)cc2)c1 | -1 | 2
O=C(N[C@H]1C/C=C\C[C@H](CC(=O)N(CCO)Cc2ccccc2)C(=O)N[C@H](Cc2c[nH]c3ccccc23)COC1=O)OCC1c2ccccc2-c2ccccc21 | -21 | -2
O=C(O)Cc1sc(-c2ccc(Cl)cc2)nc1-c1ccccc1 | 17 | -6
CCCCN(C(=O)C1=COCCO1)c1c(N)n(Cc2ccccc2)c(=O)[nH]c1=O | 0 | 1
Cc1c(Cl)cccc1NC(=O)CSC(N)=O | 9 | -7
O=C(CSc1ccccc1)Nc1ccc(C(=O)Nc2cccc(O)c2)cc1 | 13 | 5
CCN(CC)C(=O)C(=O)N/N=C/c1ccc(Cl)cc1Cl | -1 | -1
O=C(Nc1cccc(Br)c1)C1CC(=O)N(C2CCCC2)C1 (stereo not drawn) | 5 | -3
COc1ccccc1NC(=S)NCCc1ccc(Cl)cc1 | 2 | -6
CC12CC(NC(=O)N1CCc1ccccc1)c1cc(Cl)ccc1O2 (stereo not drawn) | -9 | -6
O=C(NCC1CCCO1)c1ccccc1NS(=O)(=O)c1ccc(F)cc1 (stereo not drawn) | -5 | -8
C[C@@H](C(=O)Nc1nc2ccc(F)cc2s1)N1C(=O)C2CC=CCC2C1=O (stereo partly drawn) | 2 | 2
COc1ccccc1-n1ccnc1SCC(=O)NC1CCCC1 | 3 | -12
CSCCC(NC(=O)c1ccccc1)C(=O)OCC(=O)Nc1ccc(C)c(Cl)c1 (stereo not drawn) | -4 | -1
NC(=O)[C@H]1CC2(CC(c3cccc(NC(=O)COc4ccc(Cl)cc4)c3)=NO2)CN1C(=O)[C@H]1CCC(=O)N1 (stereo partly drawn) | -5 | -4
COc1cc(C#N)ccc1OCC(=O)Nc1ccc(C)c(S(=O)(=O)N2CCOCC2)c1 | -5 | 6
CSc1ccccc1NC(=O)CN(C)CC(=O)Nc1ccc(S(=O)(=O)N2CCCC2)cc1 | 5 | 14
CCN1CCN(CCCNC(=O)C2c3ccccc3C(=O)N(C)C2c2ccc(OC)cc2)CC1 (stereo not drawn) | 11 | -1
Cn1c(N)c(C(=O)COC(=O)C2CCC(C(C)(C)C)CC2)c(=O)n(C)c1=O (stereo not drawn) | -6 | 8
CC(C)(C)n1ncc2c(=O)n(Cc3ccc(Cl)cc3Cl)cnc21 | -21 | 1
COc1ccc2oc(C(=O)N3CCN(S(=O)(=O)c4cccc([N+](=O)[O-])c4)CC3)c(C)c2c1 | -9 | 0
COc1ccc(-c2nnc(SCC3CCCO3)n2C)cc1 (stereo not drawn) | 8 | -4
CCOC(=O)C1=NN(c2ccccc2)C(c2ccccc2)CC1=O (stereo not drawn) | 1 | 15
CN1C(=O)C(C)(C)N(C(=O)c2cccc([N+](=O)[O-])c2)c2ccccc21 | -9 | 4
Cc1ccc(NC(=O)COC(=O)c2cc(=O)c3ccccc3o2)cc1F | 6 | -7
C[C@H]1Cn2cnc(C(=O)Nc3cccc(Cl)c3)c2C(=O)N1 | 15 | 6
CC(Sc1nnc(C2CC2)n1C1CC1)C(=O)Nc1cccc(S(=O)(=O)N2CCOCC2)c1 (stereo not drawn) | 3 | 10
Cc1nn(C)cc1CN1CCC(CO)(CCOc2ccccc2)CC1 | -11 | 8
C/C(=N/NC(=O)c1cccs1)c1ccc(NC(=O)COc2ccc(Cl)cc2Cl)cc1 | 42 | -15
Cc1ccc(CNc2nc(NC(C)C)nc3ccsc23)c(C)c1 | 1 | 12
Cc1ccc(CSCc2ccc(C(=O)NCC3CCCO3)o2)cc1 (stereo not drawn) | 7 | -2
Cc1ccc(S(=O)(=O)NC(CC(C)C)C(=O)N2CCCC2)cc1 (stereo not drawn) | -9 | -4
COc1ccc(NC(=O)C[C@H]2C(=O)N(CCc3ccccc3)C[C@@H]2C)cc1 | 11 | -4
COc1c(C)cc(S(=O)(=O)NCc2ccccn2)c(C)c1C | -14 | -3
Cc1ccc(S(=O)(=O)CCC(=O)OCC(=O)N2CCN(S(=O)(=O)c3ccccc3)CC2)cc1 | 3 | -4
CCCc1cc2c(cc1N(C)S(=O)(=O)c1ccccc1)OCO2 | -24 | 3
O=C1c2ccccc2C(=O)N1CCCCCc1nc(-c2ccccc2)no1 | -5 | 1
COC(=O)C1NC(=O)N2C(C(=O)OC)C(C)(C)S[C@H]12 (stereo partly drawn) | -4 | 0
O=C(CSc1nnc(C2CC2)n1Cc1ccccc1)c1ccc(S(=O)(=O)N2CCOCC2)cc1 | 11 | -8
CCN1C/C(=C/c2ccc(OC)c(O)c2)C(=O)/C(=C/c2ccc(OC)c(O)c2)C1 | 0 | 2
O=C(NC1CCS(=O)(=O)C1)/C(=C/c1ccco1)NC(=O)c1ccccc1 (stereo not drawn) | 2 | 4
COC(=O)C1=C(COc2ccccc2)NC(=O)NC1c1ccc(Br)cc1 (stereo not drawn) | -10 | -1
O=C(COc1ccccc1)N1CCN=C1SCc1ccc(F)cc1 | -7 | 12
COc1cc2c3c(c1OC)C1(C=CC(=O)C=C1)CC3N(C(=O)CCC(=O)O)CC2 (stereo not drawn) | -15 | 3
Cn1c(=O)c2c(nc(N3CCc4ccccc4C3)n2Cc2ccccc2F)n(C)c1=O | 19 | -3
Cc1ccc(NC(=S)N2CCCCCC2)c(C)c1 | -17 | 8
CC(C)CCn1c(=O)c(C(=O)N/N=C/c2cccc(F)c2)c(O)c2ccccc21 | -4 | 8
COc1cc(NC(=O)CN2c3ccccc3CC2C)cc(OC)c1OC (stereo not drawn) | -9 | 6
O=C(NC1CCCC1)c1ccc2nc(-c3ccco3)c(-c3ccco3)nc2c1 | 9 | 8
COc1ccc(NC(=O)c2cccnc2)cc1OCC(C)C | -4 | 6
CCc1ccc(C(=O)NC(=S)Nc2ccc3c(c2)OCCO3)cc1 | -10 | 0
O=C(Cc1ccccc1)N/N=C/c1ccc(S(=O)(=O)O)o1 | 2 | -8
CC(C)Cc1nnc(NC(=O)c2ccc(-n3cncn3)c([N+](=O)[O-])c2)s1 | 24 | -24

Remaining list, next part
SMILES | H9c2 TAG inh | H9c2 TAG inh DAPI viability
CN(C)CCCNc1oc(-c2ccccc2)nc1C#N | 9 | 40
CCCS(=O)(=O)N1CCc2cc(OC)c(OC)cc2C1 | 20 | -6
O=c1oc2ccccc2c(O)c1C=NCc1ccccn1 | -25 | 2
CC(=O)NCCC(=O)Nc1nc(-c2ccc3c(c2)OCCO3)cs1 | 27 | 3
COc1cccc(C2C(C(=O)c3sc(C)nc3C)=C(O)C(=O)N2CCN2CCOCC2)c1OC (stereo not drawn) | 0 | 0
Cc1ccc(CSc2nnc(-c3ccccn3)n2C)cc1 | -117 | -1
NC(=O)C1Cc2ccccc2CN1C(=O)c1cc(C2CC2)nn1-c1ccccc1 (stereo not drawn) | -7 | 2
CCOc1ccc(S(=O)(=O)N2CCCC(C(=O)NC3CC3)C2)cc1Cl (stereo not drawn) | -4 | 6
CCn1c(CNC(=O)Cc2ccc(OC)cc2)nnc1SCC(=O)Nc1ccc(C(=O)O)cc1 | 5 | -7
NC(=O)c1ccc(-n2nnnc2Oc2ccccc2C(=O)N2CCOCC2)cc1 | -30 | 2
COc1ccc(C(NC(=O)C2CCN(CCOc3ccccc3)CC2)c2ccccn2)cc1 (stereo not drawn) | 3 | -2
COc1cc(CN2CCN(C(=O)c3ccc(-c4ccccc4)cc3)CC2)cc(OC)c1OC | 7 | 0
CC1CC(C)CN(C(=O)c2ccc(CSc3nc4ccncc4[nH]3)cc2)C1 (stereo not drawn) | 18 | -6
O=C(NCC(=O)N1CCN(Cc2ccc3c(c2)OCO3)CC1)c1ccccc1F | -5 | 7
O=C(CCNC(=O)c1ccccc1Cl)Nc1nccs1 | 2 | 14
C#CCOCCOCCOCCNc1nc(N2CCN(C(=O)[C@H](CC(N)=O)n3cc(C(N)[C@H](C)CC)nn3)CC2)nc(N2CCN(C(=O)[C@H](CC(N)=O)n3cc(C(N)[C@@H](C)CC)nn3)CC2)n1 (stereo partly drawn) | -4 | -4
CCn1nc(C(=O)OCC(=O)NCCN2C(=O)CSC2=O)c2ccccc2c1=O | 5 | -13
Cc1ccc(NC(=O)COC(=O)c2cccc(OC(F)F)c2)cc1S(=O)(=O)N1CCCCC1 | -7 | 5
CC1(C)NC(=O)N(CC(=O)OCC(=O)c2ccc(Br)s2)C1=O | -16 | 9
COc1ccc(OCCCC(=O)OCC(=O)Nc2ncc(Cl)cc2Cl)cc1 | -9 | 2
O=C(COc1cccc(Cl)c1)Nc1nc(-c2ccc(S(=O)(=O)N3CCOCC3)cc2)cs1 | 8 | -2
O=C(Oc1ccc2ccccc2c1Cl)N1CCCC1 | -123 | 6
COc1ccc(Cn2c(C3CC3)nc3ccc(NC(=O)c4ccco4)cc3c2=O)cc1 | -10 | -7
Cc1ccc(C2(c3ccccc3)NC(=O)N(CC(=O)NCc3ccco3)C2=O)cc1C (stereo not drawn) | 28 | -13
Cc1ccc(C(=O)Nc2cccc(C(F)(F)F)c2)cc1NC(=O)c1cnnc2ccccc12 | 17&1 | 0&2
Cn1c(N)c(C(=O)COC(=O)CCC(=O)c2ccc(F)cc2)c(=O)n(C)c1=O | 3 | -4
COc1ccccc1N(CC(O)CN1C(=O)NC(C)(C)C1=O)S(=O)(=O)c1ccc(C)cc1 (stereo not drawn) | -7 | 11
Cn1c(=O)c(C(=O)NCC2CCCO2)c(O)c2ccccc21 (stereo not drawn) | -12 | 5
CCC(C)NC(=O)C1CCCN(c2nc(C)cc(OC)n2)C1 (stereo not drawn) | -18 | 3
COc1ccc(N2CCCn3c2nc2c3c(=O)n(Cc3ccc(F)cc3)c(=O)n2C)c(OC)c1 | -13 | -15

One compound at a time, from the list above.
Shown for COc1ccc(N2CCCn3c2nc2c3c(=O)n(Cc3ccc(F)cc3)c(=O)n2C)c(OC)c1 = H9c2 TAG inh = -13; H9c2 TAG inh DAPI viability = -15
Shown for COc1cc(CN2CCN(C(=O)c3ccc(-c4ccccc4)cc3)CC2)cc(OC)c1OC = H9c2 TAG inh = 7; H9c2 TAG inh DAPI viability = 0
Shown for CCOc1ccc(S(=O)(=O)N2CCCC(C(=O)NC3CC3)C2)cc1Cl (stereo not drawn) = H9c2 TAG inh = -4; H9c2 TAG inh DAPI viability = 6

The list continues:
SMILES | H9c2 TAG inh | H9c2 TAG inh DAPI viability
COC(=O)C/C=C/N(Cc1ccccc1OC)S(=O)(=O)CCl | 4 | -1
COc1cc(/C=N/NC(=O)c2ccc3c(c2)OCCO3)cc(Br)c1O | -7 | 1
Cc1nn(C)c(Cl)c1CN1CCN(C2CCCCC2)C(CCO)C1 (stereo not drawn) | 2 | -2
CC(=O)c1ccc(OCC(=O)N(C2CCCCC2)C2CCS(=O)(=O)C2)cc1 (stereo not drawn) | 11 | -2
Cc1ccc(/C=N/n2c(-c3ccccn3)n[nH]c2=S)o1 | 0 | 5
Cc1cc(=O)n2[nH]c(COc3ccccc3)nc2n1 | 4 | 1
C[C@@H]1Cn2cnc(C(=O)Nc3ccccc3)c2C(=O)N1 | 8 | -5
Cc1ccc(C(=O)NCCc2nnc3ccc(SCC(=O)Nc4ccccc4F)nn23)cc1 | 17 | 5
Cc1noc(NS(=O)(=O)c2ccc(NC(=O)c3ccc(OC(C)C)cc3)cc2)c1C | -7 | -3
O=C1CCc2cc(NS(=O)(=O)c3ccccc3)cc3c2N1CCC3 | -3 | 6
COc1ccc(NC(=O)C2CC(=O)N(Cc3ccco3)C2)cc1Cl (stereo not drawn) | -15 | 6
CN(C)S(=O)(=O)Oc1cccc(C(=O)Nc2ccc([N+](=O)[O-])cc2)c1 | -24 | 11
COc1ccc(N2CC(C(=O)Nc3ccc(S(=O)(=O)N4CCCCC4)cc3)CC2=O)cc1 (stereo not drawn) | -9 | -1
Cc1cc(C)c2nncn2n1 | 6 | 1
CCCCc1nnc(NC(=O)C(=O)OCC)s1 | -6 | 7
N#CCCN(C(=O)COC(=O)c1ccc2c(c1)OCO2)c1ccccc1 | 15 | -2

Reformatted with two lines to a compound: part of the list above.
Fields: H9c2 TAG inh, H9c2 TAG inh DAPI viability
C[C@@H]1Cn2cnc(C(=O)Nc3ccccc3)c2C(=O)N1
 : 8, -5
Cc1ccc(C(=O)NCCc2nnc3ccc(SCC(=O)Nc4ccccc4F)nn23)cc1
 : 17, 5
Cc1noc(NS(=O)(=O)c2ccc(NC(=O)c3ccc(OC(C)C)cc3)cc2)c1C
 : -7, -3
O=C1CCc2cc(NS(=O)(=O)c3ccccc3)cc3c2N1CCC3
 : -3, 6
COc1ccc(NC(=O)C2CC(=O)N(Cc3ccco3)C2)cc1Cl (stereo not drawn)
 : -15, 6
